HEK293 tox: cytotoxicity counter-screen for GLP-1 receptor inverse agonists; HEK293 cAMP-luciferase reporter cells, luminescence, 24 h; Potency, µM (highest dose often 38.3 µM), for the others: top-dose activity change, negative = inhibition, most hits filed as inhibitors; 0.13% of 410,000 active;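 also: loss of luciferase light is scored as toxicity; potency is read from the fitted curve at half-maximal effect; % is scaled to controls: 0 for no effect and ±100 for the full control effect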
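Step one: seed cells (200 cells/uL, DMEM with 10% Nu serum, 1% pen-strep). Step two: 12-hour incubation at 37 deg C. Step three: pin 23 nL compound, incubate 24 hr. Step four: add luciferase reagent, read luminescence 12 min later.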
Akt phos inh: inhibitors of Akt phosphorylation; activity change, % for hits at 50 µM; 0.32% of 360,000 active; Neuro2A IGF-stimulated pAkt S473 HTRF, 20 min; active compounds read low; in the data active = activity change below about -80%; inconclusive = mostly about -51% to -80%; also: % is scaled to controls: 0 for no effect and ±100 for the full control effect
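Single-point screen (50 µM final compound) in Neuro2A cells stimulated 20 min with 6 nM IGF at 37 deg C. After lysis, Ser473-phosphorylated Akt read by HTRF (ex 330 nm, em 615/665 nm) as the 665/615 ratio.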
aSyn yeast inh: alpha-synuclein toxicity inhibition in yeast; Yeast expressing alpha-synuclein, growth rescue, BacTiter-Glo, 24 h; Potency, µM (series often up to 46.1 µM), inactives show at the highest dose growth rescue (activation), hits mostly activators; 0.14% of 370,000 active; AID 652106; also: potency is read from the fitted curve at half-maximal effect; % of control where 0% means no effect; nearly all actives have a fitted effect of over 65% in size
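Readout is rescue of growth in alpha-synuclein-expressing yeast, so inhibitors of toxicity appear as activators. Growth after 24 hr at 30 deg C in galactose medium is quantified by luminescence.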
Abeta rescue: compounds reversing amyloid beta toxicity in yeast | 0.063% of 410,000 active | Potency, µM (top dose mostly 46.1 µM), inactives show at the highest dose growth rescue, actives largely listed as activators | AID 1347071 | yeast expressing A-beta42, growth rescue, OD600, 48 h; response scale: 0% DMSO, 100% iron-clioquinol control; also: potency is read from the fitted curve at half-maximal effect; nearly all actives have a fitted effect of over 55% in size
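Growth rescue measured by 600 nm absorbance after 48 h yeast culture at 30 C with compound. Values normalized between DMSO and an equimolar ferric chloride plus clioquinol control.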
PTHR1 agonist: PTHR1 (human) receptor agonism; Potency, µM (highest dose often 115 µM), for inactives: at the highest dose activation, most hits filed as activators; HEK293 GP2 PTHR1 cells, GloSensor cAMP luminescence, 1 h; AID 743266; Q03431; 0.075% of 410,000 active; also: potency is read from the fitted curve at half-maximal effect; nearly all actives have a fitted effect of over 55% in size; some results filed as inactive show a strong effect at the top dose; inactives centre near -15; many of its hits are not listed in these tables
Target sequence (Q03431 whole entry, looked up): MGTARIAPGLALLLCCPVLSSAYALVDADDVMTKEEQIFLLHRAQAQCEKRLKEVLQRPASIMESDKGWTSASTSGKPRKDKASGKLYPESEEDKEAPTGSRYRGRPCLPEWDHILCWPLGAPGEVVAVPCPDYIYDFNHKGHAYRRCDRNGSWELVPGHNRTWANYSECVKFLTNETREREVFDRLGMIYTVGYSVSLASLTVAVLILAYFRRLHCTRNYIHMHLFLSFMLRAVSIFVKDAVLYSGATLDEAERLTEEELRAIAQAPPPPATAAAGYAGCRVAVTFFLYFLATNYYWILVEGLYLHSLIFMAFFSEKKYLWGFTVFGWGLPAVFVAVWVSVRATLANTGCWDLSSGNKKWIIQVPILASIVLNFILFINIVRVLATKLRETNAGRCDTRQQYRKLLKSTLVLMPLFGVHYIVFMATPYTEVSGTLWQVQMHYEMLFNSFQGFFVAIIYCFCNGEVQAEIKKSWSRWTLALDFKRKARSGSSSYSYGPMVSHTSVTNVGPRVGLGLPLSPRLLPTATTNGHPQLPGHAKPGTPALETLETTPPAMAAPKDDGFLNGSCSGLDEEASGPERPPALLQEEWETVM
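HEK-293-derived GP2 cells expressing PTHR1 and a GloSensor cAMP reporter, 3,000/well, plated overnight, given luciferin plus IBMX (each 0.5 mM as added) for 1 h at 37 °C, then compound for 1 h at 37 °C. Luminescence was read after 15 min at room temperature.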
MmCpn inh: M. maripaludis TRiC chaperonin inhibition; purified Mm-Cpn ATPase, ADP Transcreener TR-FRET; Potency, µM (titrated, usually from 76.9 µM), without a hit: at the top dose activity, negative = inhibition, hits mostly inhibitors; 0.031% of 330,000 active; AID 504842; also: potency is read from the fitted curve at half-maximal effect; % is scaled to controls: 0 for no effect and ±100 for the full control effect; nearly all actives have a fitted effect of over 80% in size
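ATPase turnover read by TR-FRET ADP competition (Eu cryptate antibody/ADP-d2, 665/590 nm): 10uM ATP final, 25nM Mm-CPN final, 30 min 37degC after 10-min compound preincubation, pH 7.4 Tris/KCl/MgCl2/DTT buffer.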
FUS suppressor: suppressors of FUS proteinopathy in yeast; 0.24% of 390,000 active; S. cerevisiae FUS-expressing, growth rescue, OD600, 24 h; Potency, µM (highest dose often 76.6 µM), without a hit: at the top dose growth rescue (activation), hits mostly activators;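 also: potency is read from the fitted curve at half-maximal effect; plate controls were DMSO vehicle for no effect and reference control for full effect; nearly all actives have a fitted effect of over 55% in size; some results filed as inactive show a strong effect at the top dose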
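Absorbance at 600 nm, taken 24hr after compound addition, measured rescue of FUS-yeast growth at 30C. Induction used 2% galactose with seeding at OD 0.005. Controls: CP55940 from 92uM final, DMSO only.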
TDP-43 yeast inh: inhibitors of TDP-43 toxicity in yeast; TDP-43 expressing yeast growth rescue, BacTiter-Glo, 24 h; 1.8% of 410,000 active; Potency, µM (series often up to 46.1 µM), without a hit: at the highest dose growth rescue (activation), actives largely listed as activators; AID 652104; also: potency is read from the fitted curve at half-maximal effect; % of control where 0% means no effect; nearly all actives have a fitted effect of over 50% in size
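In this qHTS, compounds that restore growth of yeast expressing TDP-43 appear as activators. Cells (OD600=0.02, galactose medium, raffinose-pregrown) are incubated with compound 24 hr at 30 deg C and growth is quantified by BacTiter-Glo.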
GLP1R inv ag: GLP-1 receptor (human) inverse agonism. HEK293 GLP-1R CRE-luciferase, luminescence, 24 h; GLP-1R form is constitutively active. Potency, µM (titrated, usually from 38.3 µM), for inactives: at the highest dose activity change, negative = inhibition, actives largely listed as inhibitors. 1.6% of 410,000 active. P43220; also: potency is read from the fitted curve at half-maximal effect; % is scaled to controls: 0 for no effect and ±100 for the full control effect; nearly all actives have a fitted effect of over 55% in size
Target sequence (P43220 whole entry, looked up): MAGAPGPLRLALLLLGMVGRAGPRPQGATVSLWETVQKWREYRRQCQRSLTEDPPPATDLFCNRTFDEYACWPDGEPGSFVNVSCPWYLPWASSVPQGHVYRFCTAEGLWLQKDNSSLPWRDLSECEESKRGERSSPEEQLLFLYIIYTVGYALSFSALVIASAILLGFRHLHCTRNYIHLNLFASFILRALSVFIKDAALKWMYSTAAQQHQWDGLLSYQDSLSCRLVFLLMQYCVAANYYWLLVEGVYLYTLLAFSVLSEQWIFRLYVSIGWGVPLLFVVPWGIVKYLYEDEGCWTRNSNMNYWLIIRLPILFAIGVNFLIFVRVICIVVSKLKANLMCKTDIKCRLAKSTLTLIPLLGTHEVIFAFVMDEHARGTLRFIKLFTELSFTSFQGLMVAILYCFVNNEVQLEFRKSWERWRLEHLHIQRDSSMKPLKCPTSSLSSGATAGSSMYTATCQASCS
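HEK293 cells stably co-expressing a cAMP-responsive luciferase reporter and constitutively active GLP-1R were seeded, incubated 12 h, then exposed to compounds for 24 h at 37 C. Luminescence was read 12 min after detection reagent; inverse agonists lower signal.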
* marks the source's active call; other numbers are inactive results; i = inactive; ? = inconclusive; / = no result given; [ ] = dose if it differs, or a comment. Unless noted, calls follow the shape of the dose curve; as a rule, active = well fitted curve in the direction sought with a large enough effect; inconclusive = small, poorly fitted or top-dose-only effect, or another doubt; inactive = no such curve, though single readings can be large; an effect the other way counts as inactive or inconclusive.

Molecule	HEK293 tox	Akt phos inh	aSyn yeast inh	Abeta rescue	PTHR1 agonist	MmCpn inh	FUS suppressor	TDP-43 yeast inh	GLP1R inv ag
COc1ccc(OC)c(N2C(=O)c3ccccc3C2c2nnnn2-c2ccc3c(c2)OCCO3)c1 (stereo not drawn)	5.7%	i	-4.5%	-11.6%	-23.8%	/	?	10.2%	22.9%
Cc1ccc(N=CC2=C(O)CC(c3ccc(Cl)cc3)CC2=O)cc1 (stereo not drawn)	10.0%	i	-4.6%	9.9%	-25.2%	0.5%	-2.0%	-16.2%	7.6%
O=C(Nc1cnn(Cc2ccc(Cl)c(Cl)c2)c1)C12CC3CC(CC(C3)C1)C2	-22.1%	i	3.4%	19.2%	-36.2%[inhibitor]	0.1%	8.6%	?	?
CN(C)Cc1nc2c(c(=O)[nH]1)C(C)(C)Cc1ccccc1-2	0.7%	i	0.8%	24.8%	i	1.2%	-6.9%	1.6%	0.1%
CCN(CC)S(=O)(=O)c1cccc(C(=O)NC2CCCCC2)c1	3.3%	i	-0.4%	2.5%	-0.8%	0.2%	16.9%	-10.1%	3.3%
CC1CCN(c2ccc(C=O)o2)CC1	6.3%	i	-4.1%	-9.4%	i	1.8%	1.9%	-22.7%	15.5%
c1ccc(-c2ccccc2-n2cnnn2)cc1	1.2%	i	11.6%	5.6%	-0.9%[57.5 µM]	0.7%	14.7%	?	4.0%
CN(C)c1cccc(C(=O)NCCCn2ccc3ccccc32)c1	2.2%	i	9.4%	-7.7%	15.5%	-3.3%	42.5%	-0.5%	?
CCCS(=O)(=O)N1CCC(n2c(C(F)(F)F)nc3cccnc32)CC1	1.4%	/	/	-38.1%[inhibitor]	i	/	-14.1%	14.8%	0.3%
COC(=O)c1c(NC(=O)CN2CCCC(C)C2)c2c(C)cccc2n1C (stereo not drawn)	-19.9%	i	0.2%	5.3%	-3.5%	1.5%	-18.0%	10.0%	?
C[C@@H]1C=C[C@](Cc2ccccc2)(C(=O)NCCc2c[nH]c3ccccc23)N1C(=O)c1ccccc1	-11.6%	i	-10.5%	9.0%	i	2.1%	?	1.8%	?
CC(C)N1C(=O)S/C(=C/c2ccc(Sc3nc4ccccc4[nH]3)o2)C1=O	-2.7%	i	0.6%	9.1%	-47.9%[inhibitor]	-3.8%	/	22.5%	13.6%
CC(C)(C)C1CCC(=NNc2nc3ccccc3[nH]2)CC1 (stereo not drawn)	-25.0%	i	2.7%	-6.7%	-12.9%	-1.5%	24.3%	-10.9%	?
CCOc1ccc(CCNC(=O)C2=C(C)C(=O)OC23CCCCC3)cc1OCC	?	i	-3.6%	-6.7%	i	2.5%	10.5%	-5.1%	8.7%
CC(C)CSc1nc2c(c(=O)[nH]c(=O)n2C)n1CCc1ccccc1	4.6%	i	-5.2%	-1.5%	i	1.0%	-20.6%	-3.3%	28.5%
CCC(C)[C@H](NC(=O)C1CC(=O)N(c2ccc(OC)cc2)C1)C(=O)NC1CCCC1 (stereo partly drawn)	6.8%	i	1.8%	1.7%	i	1.5%	10.1%	1.0%	4.0%
COc1ccc(-c2cc(=O)c3cc(F)ccc3[nH]2)cc1	?	i	-13.3%	-1.9%	i	-5.0%	-7.8%	9.7%	1.1%
Cc1ccc(NC(=O)[C@H](NC(=O)[C@@H]2Cc3ccccc3CN2)c2ccccc2)cc1C	-21.8%	i	-0.2%	/	23.7%	1.9%	16.2%	-4.9%	-28.9%
CCOC(=O)CCNC(=O)N1CCC(CCOc2ccccc2)(C(=O)OCC)CC1	-0.5%	i	-1.1%	6.7%	-20.3%	/	-5.7%	?	-4.6%
COc1ccccc1N(C)S(=O)(=O)c1ccc(C(=O)Nc2nc(C)c(C(C)=O)s2)cc1	-25.0%	i	-4.8%	-16.9%	-10.9%	-0.8%	-3.4%	4.8%	-14.7%
CCOC(=O)[C@@H]1[C@H]2COc3cc(OC)ccc3[C@@H]2N2C(=O)N(c3ccc(C(F)(F)F)cc3)C(=O)[C@@]12C	-1.0%	i	0.3%	9.1%	-37.4%[inhibitor]	-2.4%	?	9.6%	?
CCOC(=O)c1ccccc1NC(=O)N(C(C)C)C1CCN(C(C)=O)CC1	1.1%	/	/	-12.3%	i	/	-6.6%	0.0%	12.0%
CCC(=O)Nc1nonc1-c1nc2ccccc2n1CC(C)C	-1.6%	i	-11.0%	21.1%	-11.5%	-0.9%	-1.2%	0.0%	12.4%
CCOc1ccc(NC(=O)CN(C)C(=O)Cn2cnc3c2c(=O)n(C)c(=O)n3C)cc1OCC	-8.8%	i	-5.6%	-2.8%	-5.6%	-1.0%	6.3%	16.0%	9.1%

Some entries already given, limited to aSyn yeast inh and PTHR1 agonist.
mol,aSyn yeast inh,PTHR1 agonist
CCC(=O)Nc1nonc1-c1nc2ccccc2n1CC(C)C,-11.0%,-11.5%
COc1ccc(-c2cc(=O)c3cc(F)ccc3[nH]2)cc1,-13.3%,i
COc1ccccc1N(C)S(=O)(=O)c1ccc(C(=O)Nc2nc(C)c(C(C)=O)s2)cc1,-4.8%,-10.9%
CCOc1ccc(NC(=O)CN(C)C(=O)Cn2cnc3c2c(=O)n(C)c(=O)n3C)cc1OCC,-5.6%,-5.6%

Additional compounds
Molecule	HEK293 tox	Akt phos inh	aSyn yeast inh	Abeta rescue	PTHR1 agonist	MmCpn inh	FUS suppressor	TDP-43 yeast inh	GLP1R inv ag
O=C(Nc1ccccc1F)NC1CC1	14.4%	i	1.7%	-9.1%	i	-3.7%	-2.2%	21.4%	38.3%[activator]
CCN(CC)c1ccc(/C=c2/sc3nnc(-c4ccccc4C)n3c2=O)cc1	10.1%	i	4.9%	1.8%	?	-0.1%	-6.6%	-11.2%	-2.1%
Cc1ccc(S(=O)(=O)N2CCCCC2CCNC(=O)C(=O)Nc2ccccc2F)cc1 (stereo not drawn)	2.3%	i	-1.2%	8.9%	i	0.2%	-1.1%	0.0%	?
COc1ccc(C(=O)N/C(=C\c2ccco2)C(=O)NC2CCS(=O)(=O)C2)cc1 (stereo not drawn)	7.5%	i	0.5%	5.8%	i	-1.7%	-2.3%	-8.1%	1.0%
O=C1c2oc3ccccc3c(=O)c2C(c2ccc(O)cc2)N1c1nccs1 (stereo not drawn)	-3.3%	i	-9.5%	3.7%	i	2.3%	-3.9%	-6.5%	31.2%
COc1cc(/C=C/C(=O)Nc2ccc(OC)c(S(=O)(=O)N3CCOCC3)c2)ccc1OC(F)F	?	i	1.6%	5.8%	-45.6%[inhibitor]	0.0%	/	2.1%	-7.4%
Cc1cccc(NC(=O)CSc2nnc(C)c(=O)[nH]2)c1	0.7%	/	/	-19.3%	i	/	-4.8%	-10.8%	4.9%
NC(=O)c1ccccc1NC(=O)CCCc1ccccc1	0.4%	i	-7.7%	1.7%	i	-0.5%	10.4%	25.2%	6.8%

Complete entries as entered above. Order of values: HEK293 tox, Akt phos inh, aSyn yeast inh, Abeta rescue, PTHR1 agonist, MmCpn inh, FUS suppressor, TDP-43 yeast inh, GLP1R inv ag
Profile of CC1CCN(c2ccc(C=O)o2)CC1 : 6.3%, i, -4.1%, -9.4%, i, 1.8%, 1.9%, -22.7%, 15.5%
Profile of CN(C)Cc1nc2c(c(=O)[nH]1)C(C)(C)Cc1ccccc1-2 : 0.7%, i, 0.8%, 24.8%, i, 1.2%, -6.9%, 1.6%, 0.1%

Following part
Molecule	HEK293 tox	Akt phos inh	aSyn yeast inh	Abeta rescue	PTHR1 agonist	MmCpn inh	FUS suppressor	TDP-43 yeast inh	GLP1R inv ag
COc1cccc(OC)c1C(=O)Nc1nnc(C(C)C)s1	10.6%	i	1.0%	-0.1%	-4.0%[57.5 µM]	-7.5%	-7.3%	-0.7%	-17.5%
C[C@@H]1O[C@H](C2CCCC2)CC2=C1C(=O)OC(C)(C)O2	3.9%	i	1.4%	2.6%	i	/	-15.6%	?	15.1%
C=CCSc1n[nH]c(-c2ccc(OCCC)cc2)n1	?	i	-20.1%	-9.7%	-33.8%[inhibitor][57.5 µM]	-7.5%	28.9%	-10.8%	0.0%
COC(=O)Cc1c(C)c2ccc(OC3CCCCC3=O)cc2oc1=O (stereo not drawn)	4.7%	i	0.3%	-1.0%	-0.7%	-4.1%	3.5%	12.6%	70.6%[activator]
COc1ccc(Nc2ncccc2C(=O)O)cc1	4.0%	i	-2.3%	-8.0%	-18.8%	-0.3%	-3.3%	-16.9%	0.0%
CCCCN(C=O)c1c(CC)nc2c(OCc3ccc(C(F)(F)F)cc3)cccn12	-10.0%	i	9.4%	2.5%	-36.7%[inhibitor]	/	24.4%	14.6%	?
COc1cc(C(=O)NNC(=O)COc2cccc(F)c2)ccc1OCC(=O)N1CCOCC1	8.3%	i	1.9%[1.84 µM]	-3.7%	1.9%	1.2%	-6.0%	-5.7%	16.5%
COc1ccc(OC)c(NC(=S)NCC(c2cccnc2)N2CCOCC2)c1 (stereo not drawn)	4.6%	i	-0.5%	-2.5%	i	-2.9%	-13.8%	6.4%	0.6%
Cc1ccc(-n2cc3c(-c4cccc(Br)c4)nnc(C)c3n2)cc1	?	-102.5%*	-0.1%	-33.2%[inhibitor]	-25.3%	0.2%	?	?	?
CCCN1Cc2cccc(C(=O)Nc3ccc(S(=O)(=O)N4CCCCCC4)cc3)c2C1=O	-3.1%	i	-0.1%	15.1%	i	-4.7%	-22.2%	-9.8%	-8.9%
COCCN(C(=O)CSc1nnc(-c2ccncc2)n1C)c1c(N)n(CC(C)C)c(=O)[nH]c1=O	6.0%	i	0.0%	3.0%	i	/	-4.4%	0.0%	6.2%

Only part of the results is shown; count on the stated rates, not on these rows.
